HTR2A ag = mouse HTR2A agonism via beta-arrestin recruitment; 360,000 compounds, 0.66% hits; AID 624169; CHO-K1 mHTR2A beta-arrestin complementation, luminescence; percent of 30 µM serotonin response; activation, % at 7.6 µM;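 active = activation above a run cutoff, the mean activation of all tested compounds plus 3 SD, cut at about 14% in these data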;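 note: 0% = plate median of compound wells and 100% = 30 µM serotonin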
Target sequence (P35363 whole entry, looked up): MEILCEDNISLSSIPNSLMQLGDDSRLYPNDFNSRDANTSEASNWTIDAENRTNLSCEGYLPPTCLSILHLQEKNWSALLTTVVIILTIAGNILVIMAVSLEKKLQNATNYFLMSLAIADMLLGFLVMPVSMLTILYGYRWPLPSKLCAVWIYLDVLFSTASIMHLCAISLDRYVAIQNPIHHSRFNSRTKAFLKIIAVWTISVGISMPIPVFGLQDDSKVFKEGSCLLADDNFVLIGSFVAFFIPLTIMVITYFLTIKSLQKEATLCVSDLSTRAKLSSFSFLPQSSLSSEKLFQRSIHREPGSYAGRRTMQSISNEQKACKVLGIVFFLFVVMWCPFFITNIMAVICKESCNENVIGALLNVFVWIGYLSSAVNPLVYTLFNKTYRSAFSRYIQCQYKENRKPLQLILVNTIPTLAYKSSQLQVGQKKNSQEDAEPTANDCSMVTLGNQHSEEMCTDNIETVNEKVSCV
Glyco luc inh = blocks N-linked glycosylation in D54 reporter cells | D54 ERlucT glycosylation luciferase reporter, 24 h; percent of 100 nM tunicamycin response | reporter increase, % at 12.5 µM | 360,000 compounds, 0.23% hits | AID 588692;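 active = mean luciferase reporter signal, scaled so untreated is 0 and the glycosylation-blocking control 100, at or above a set limit in every replicate; inconclusive = mean reaches the limit but not every replicate does; inactive = mean below the limit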;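 note: luciferase carries N-glycosylation sites so blocking glycosylation raises the light; 0% = median of neutral control wells and 100% = median of 100 nM tunicamycin wells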
ABCB6 inh 2 = human ABCB6 transporter inhibition; Q9NP58; fluorescence ratio to DMSO, % at 10 µM; K562-ABCB6 porphyrin accumulation, flow cytometry, 1 h; stronger effect = lower value; 360,000 compounds, 0.19% hits;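 active = fluorescence ratio to DMSO below 75%, the collection mean minus 3 SD; inconclusive = too few cells collected in the well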;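 note: signal is porphyrin accumulated inside mitochondria; 100% equals median channel fluorescence of DMSO control wells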
Vif inh = inhibitors of HIV Vif; HEK293T cells, Vif self-association by quenched fluorescence, imaging, 24 h; inhibition, % at 7.49 µM; 340,000 compounds, 0.35% hits; AID 602346; in the data active = inhibition above about 50%, passing the limit was not always enough; inconclusive = no clear call, values can overlap the other calls; inactive = below about 31%; note: some results filed as inactive read as strong as hits
CaV13 FRET inh = Primary screen for inhibitors of IQ motif and Ca2+-dependent inactivation inhibitor domain binding in CACNA1D, Förster resonance energy transfer in living cells, …. inhibition, % at 12.3 µM. HEK cells, CFP/YFP FRET ICDI-IQ, plate reader, 10 min; percent FRET-ratio fall versus neutral wells. 340,000 compounds, 0.098% hits. AID 743397;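 active = mean replicate inhibition of at least 30% and at least 1% of replicates passing that level; inconclusive = only one of the two criteria is met; inactive = neither criterion is met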;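 note: 0% = median of the neutral control wells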
MC4R barr agon = agonists of human melanocortin 4 receptor (MC4R) beta-arrestin; U2OS MC4R beta-arrestin complementation, luminescence; percent of melanotan II response, DMSO zero; P32245; activation, % at 8.9 µM; 360,000 compounds, 0.98% hits;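 active = activation above a per-plate cutoff, the mean activation of sample wells on that plate plus 3 SD, cut at about 8% in these data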
aDG glyco up = alpha-DG glycosylation activation; 360,000 compounds, 0.22% hits; activation, % at 10 µM; Pro5-aDG cells, alpha-DG glycosylation AlphaScreen (IIH6); 0% Pro5, 100% B10-LARGE cell signal;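 active = activation of at least 8% versus controls, or a plate z-score of at least 8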;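 note: Pro5 are CHO cells carrying HIG-tagged alpha-DG that lacks glycosylation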
PDI turbidity = inhibitors of human protein disulfide isomerase | P07237 | PDI insulin aggregation turbidity, A650, 90 min | inhibition, % at 10 µM | 350,000 compounds, 0.052% hits;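 active = mean inhibition across replicates of 30% or more, whatever share of single replicates reach that level; inconclusive = mean inhibition below 30% while every single replicate reaches 30%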;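 note: absorbance from insulin aggregation driven by PDI reduction with DTT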
Target sequence (P07237 whole entry, looked up): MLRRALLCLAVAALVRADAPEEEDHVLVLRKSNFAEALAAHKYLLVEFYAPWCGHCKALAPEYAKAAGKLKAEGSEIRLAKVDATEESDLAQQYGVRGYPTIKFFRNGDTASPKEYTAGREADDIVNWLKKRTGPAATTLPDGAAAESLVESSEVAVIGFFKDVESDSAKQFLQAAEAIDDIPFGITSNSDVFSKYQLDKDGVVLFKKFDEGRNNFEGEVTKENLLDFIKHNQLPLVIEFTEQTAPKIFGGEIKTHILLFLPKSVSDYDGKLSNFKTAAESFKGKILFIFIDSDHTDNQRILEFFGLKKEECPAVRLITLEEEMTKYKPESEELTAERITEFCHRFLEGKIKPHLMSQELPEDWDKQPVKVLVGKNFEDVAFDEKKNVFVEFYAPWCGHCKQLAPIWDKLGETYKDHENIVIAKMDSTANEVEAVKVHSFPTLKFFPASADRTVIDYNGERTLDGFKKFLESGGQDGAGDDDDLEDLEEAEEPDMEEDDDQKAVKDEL
H9c2 protect = modulators protecting cardiomyocytes from myocardial damage; H9c2 cardiomyocytes, H2O2 injury protection, ATPLite, 2 h; protection from H2O2 cell death, % at 20 µM; 360,000 compounds, 0.63% hits; AID 588492;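 active = compounds giving at least 50% protection of heart cells from peroxide-induced death in the single-dose screen, raw or plate-pattern-corrected value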;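 note: 0% = DMSO wells with peroxide and 100% = DMSO wells without peroxide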
MC4R antag cAMP = antagonists of human melanocortin 4 receptor (MC4R); P32245; MC4R-expressing cells, MTII-stimulated cAMP, LANCE TR-FRET; inhibition, % at 6.5 µM; 360,000 compounds, 0.48% hits; AID 540295;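 active = inhibition above its plate's cutoff, the mean of tested wells on that plate plus 3 SD, cut at about 29% in these data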;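 note: 0% = Melanotan II alone and 100% = Melanotan II plus saturating MCL0020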
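Material: human MC4R-expressing U2OS cells. Probe or stimulus: Melanotan II challenge. Dosing: 6.5 µM single dose. Times: 30-min compound, 1-h challenge, 1-h detection, room temperature. Technique: TR-FRET with Eu-cAMP and labeled anti-cAMP, 671 nm. Replication: singlicate.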
The depositor's hits bear a star; u = inconclusive; x = no result given.

Compound,HTR2A ag,Glyco luc inh,ABCB6 inh 2,Vif inh,CaV13 FRET inh,MC4R barr agon,aDG glyco up,PDI turbidity,H9c2 protect,MC4R antag cAMP
Cc1cc2oc(C(=O)Nc3ccc(S(=O)(=O)Nc4nccs4)cc3)cc(=O)c2cc1Cl,-1,2,105,4,-4,9.7*,0.0,7,0,6
Cc1ccc(S(=O)(=O)N(C)c2ccc(C)c([N+](=O)[O-])c2)cc1,-5,-3,111,14,-17,1.1,-0.1,4,-2,-5
COc1cccc(-c2ccc3ncnc(NCc4cccc(C)c4)c3c2)c1,-6,-6,98,-12,-6,-1.0,1.5,-3,-3,3
COc1ccccc1N1CCN(CC(O)COc2ccc3c(c2)OCO3)CC1 (configuration not stated),0,-1,100,10,-6,0.2,-0.1,-1,-1,-3
O=[N+]([O-])c1ccc(NN=Cc2cc(Br)ccc2O)nc1,-13,-14,94,0,-11,-0.5,0.3,18,5,9
Cc1ccc(N(c2ncnc(N)c2[N+](=O)[O-])C2CCCCC2)cc1,-2,-3,94,-4,-4,1.7,0.1,-5,6,5
Cc1ccc(/C(N)=N/OC(=O)/C=C/c2ccccc2)cc1,-6,2,96,2,-2,-3.0,0.2,0,-4,6
CNC1(c2nnnn2-c2c(C)cccc2C)CCOC(C)(C)C1 (configuration not stated),3,-1,95,-3,-2,0.8,0.1,3,-4,20
Cc1ccccc1Cn1c2ccccc2c2cnn(CC(=O)NCCCN3CCOCC3)c(=O)c21,-3,3,102,-6,-7,-3.0,0.7,1,3,3
Cc1cc(C(C)(C)C)oc1C(=O)NCCCNC(=O)c1oc(C(C)(C)C)cc1C,4,0,103,-1,x,-1.6,0.0,0,10,2
O=C(Nc1cc(=O)[nH]c2ncnn12)c1ccco1,11,0,105,-1,-2,0.0,0.0,3,8,0
O=C1C(=O)N2C(=C1C(=O)N1CCCCCC1)c1ccccc1CC21CCCC1,-1,0,92,8,-1,1.2,-0.1,-2,8,-1
COc1ccc2nc(C)cc(Nc3ccccc3O)c2c1,-2,-3,89,3,-8,-3.7,0.1,2,-6,-4
Cc1cccc(NC(=O)CNC(=O)Cn2cc(C(F)(F)F)cc(Cl)c2=O)c1C,3,0,100,11,-7,-1.8,0.2,6,9,5
CCN(c1ccccc1)S(=O)(=O)c1c[nH]c2ccc([N+](=O)[O-])cc12,-12,-1,91,-3,-3,-1.9,0.0,-4,-6,7
Cc1ccc(-c2nc3ccc(C)cn3c2Cc2cccc(Cl)c2)cc1,0,x,126,x,-5,x,0.2,x,x,x
CCCOc1ccc(C(CC(=O)O)NC(=O)c2ccc3c(c2)OCO3)cc1 (configuration not stated),-2,1,57*,39,-3,-0.7,-0.1,-1,11,6
CC1(c2ccccc2)CCC(=O)NC1 (configuration not stated),4,2,97,32,-10,-1.7,-0.1,7,2,0
COc1ccc(COn2c(=O)c(C)[n+]([O-])c3ccccc32)cc1OC,4,-1,93,-2,x,-1.4,0.3,-7,10,-3
Cc1cccc(NC(=O)CSc2nnc(-c3ccccc3)n2N)c1,5,7,89,-12,-3,0.2,0.1,0,3,5
COc1ccc(C(=O)NCC(c2ccco2)N2CCc3ccccc3C2)cc1 (configuration not stated),4,0,92,-1,-11,1.6,0.1,-4,-7,7
CC(=O)N1CCN(C(=O)c2ccc3oc(CCCc4ccccc4)nc3c2)CC1,-5,-1,102,1,-3,-3.9,-0.4,3,-2,10
CC(=O)Nc1ccc(S(=O)(=O)NCC2(N3CCOCC3)CCCCC2)cc1,6,-1,94,-7,-6,-1.4,-0.4,-2,0,4
CCOc1ccc(S(=O)(=O)N2CCN(C(=O)c3ccc(Cl)c(S(=O)(=O)N4CCOCC4)c3)CC2)cc1,2,3,92,-3,-4,-1.3,2.2,8,-20,2
CC(=O)/C(=N/Nc1ccc(C)cc1)Sc1nnc(CCc2ccccc2)n1-c1ccccc1,6,-8,94,3,6,-2.7,0.5,6,1,2
O=[N+]([O-])c1ccc(O)c2cccnc12,0,2,102,x,-5,-0.8,-0.2,3,0,-5
CCN(CC(=O)Nc1cc(Cl)ccc1C)C(=O)CN1C(=O)NC2(CCCC2)C1=O,4,0,100,-4,-5,-0.2,-0.1,-6,-2,3
CC1(C)CC(NC(=O)COc2ccc3ccccc3c2)CC(C)(C)N1,-1,0,97,7,-5,-2.0,-0.1,0,-2,3
C[C@]12CC(O)C3C(CCC4=CC(=O)CC[C@@]43C)C1CCC2c1csc(-c2ccccc2)n1 (some centres not stated),1,-4,91,15,-5,-0.6,0.7,22,-14,4
Cc1ccc(C)c2sc(N)nc12,7,0,93,-1,-7,1.8,-0.1,19,5,-4
CCc1ccc([C@H]2C[C@H]3[C@H]4C(=O)N(c5ccccc5)C(=O)[C@H]4CC(=O)[C@@H]3CN2S(=O)(=O)c2ccc(C)cc2)cc1,4,0,97,-9,-5,x,-0.1,x,-2,x
CC(=O)c1c(C)[nH]c(C(=O)COc2cc(C)ccc2C(C)C)c1C,3,0,93,-21,x,1.3,4.9,-2,-30,2
CC(C)CC1NC(=O)N(CC(=O)NC2CCCc3ccccc32)C1=O (configuration not stated),5,4,96,2,7,-2.5,-0.4,2,5,9
CCc1nn2c(N3CCOCC3)cc(C)nc2c1-c1ccccc1,4,3,99,9,-18,-2.2,-0.1,-21,3,-2
CCOc1ccc(/C=C/C(=O)NCCc2ccc(OC)c(OC)c2)cc1,0,-1,102,0,-5,-1.9,0.0,-4,-7,5
Cc1ccc(NC(=O)c2cc3c(=O)oc4ccccc4c3s2)nc1,2,2,92,u,-7,4.8,0.0,3,3,-9
CC(OC(=O)C(C)Oc1ccccc1)C(=O)Nc1ccc(S(=O)(=O)N2CCCCC2)cc1 (configuration not stated),-4,-3,95,-1,-6,-0.5,0.1,-1,-11,3
COc1ccccc1NC(=O)CSCc1nc2ccccc2[nH]1,-1,u,103,-7,-9,-0.8,0.1,0,4,15
O=C(CS(=O)(=O)Cc1ccccc1)c1ccccc1,-2,1,96,7,-12,-0.2,-0.3,1,-1,-2
Cc1cccc(Nc2nc(N)nc(CCl)n2)c1C,4,-1,98,3,-15,25*,-0.2,2,4,14

Going on with the list.
SMILES	HTR2A ag	Glyco luc inh	ABCB6 inh 2	Vif inh	CaV13 FRET inh	MC4R barr agon	aDG glyco up	PDI turbidity	H9c2 protect	MC4R antag cAMP
COc1cccc(NC(=O)CSc2nc3c(sc4ccccc43)c(=O)n2CCN(C)C)c1	2	0	93	-6	-7	0.6	0.0	-4	4	6
COc1cccc(OC)c1C(=O)Nc1cccc(-c2ccc3nncn3n2)c1	-4	3	101	5	-6	-1.4	-0.1	-5	13	7
CCOC(=O)c1sc(NS(=O)(=O)c2ccc(F)cc2)nc1C	-3	1	106	3	2	0.5	-0.3	3	0	9
CC(=O)N1CC2(CC(c3ccccc3C(F)(F)F)=NO2)CN1c1ccc(Cl)cc1 (configuration not stated)	-6	-1	101	-2	-6	0.1	0.0	3	0	2
CC(C)CNS(=O)(=O)c1ccc(CCC(=O)Nc2cc(Cl)ccc2Oc2ccccc2)cc1	-6	-9	97	x	-6	-0.2	1.0	6	-14	8
COc1ccc(N2C(=O)C3CCCN3C2c2cccc(C)c2)cc1 (configuration not stated)	0	-1	96	3	-10	-0.1	0.0	x	-3	-1
COC(=O)C1=C(C)N(Cc2ccccc2)C(=O)N[C@H]1c1cccc(F)c1	-3	3	98	5	-6	-0.3	-0.1	-2	0	5
COc1ccc(/C=C/C(=O)O)cc1S(=O)(=O)NCc1ccco1	7	2	94	0	-1	3.7	0.0	3	3	-4
CCOC(=O)N1CCN(S(=O)(=O)c2ccc(F)c(C(=O)Nc3cc(C)cc(C)c3)c2)CC1	-5	3	95	0	-5	-1.4	0.4	-2	-13	8
Cn1c2ccccc2c2cnn(CC(=O)NCCCN3CCN(c4ccccc4F)CC3)c(=O)c21	-5	2	100	-8	-16	2.3	0.6	-1	2	0
CC1Cn2c(nc3sc4c(c3c2=O)CCC4)N1CCO (configuration not stated)	6	2	97	-2	-8	-1.4	0.0	11	10	2
COC(=O)C1Sc2[nH]c(=O)sc2C2c3ccccc3OC(=O)C12 (configuration not stated)	0	1	84	-3	-5	-1.9	-0.2	-2	19	9
CN(C)c1ncnc2c1ncn2[C@H]1CN(Cc2ccc(Cl)cc2)C[C@@H](CO)O1	0	0	94	x	-10	1.0	-0.2	9	9	-6
CCN(CC)CCCCCC(=O)Nc1ccccc1C(=O)Nc1ccccc1	-2	2	92	3	-21	-1.5	0.0	-1	8	-4
Cc1ncc([N+](=O)[O-])n1CC(=O)Nc1ccc(F)cc1	3	1	97	-3	-2	-0.4	-0.1	21	3	-4
CCCCN(C(C)=O)C1CC(=O)N(c2ccc(OCCC)cc2)C1=O (configuration not stated)	0	2	95	8	-3	0.3	-0.1	13	-1	17

Part of the list above in order of formula weight, high to low.
SMILES	HTR2A ag	Glyco luc inh	ABCB6 inh 2	Vif inh	CaV13 FRET inh	MC4R barr agon	aDG glyco up	PDI turbidity	H9c2 protect	MC4R antag cAMP
Cc1cc2oc(C(=O)Nc3ccc(S(=O)(=O)Nc4nccs4)cc3)cc(=O)c2cc1Cl	-1	2	105	4	-4	9.7*	0.0	7	0	6
COc1cccc(NC(=O)CSc2nc3c(sc4ccccc43)c(=O)n2CCN(C)C)c1	2	0	93	-6	-7	0.6	0.0	-4	4	6
COc1ccc(C(=O)NCC(c2ccco2)N2CCc3ccccc3C2)cc1 (configuration not stated)	4	0	92	-1	-11	1.6	0.1	-4	-7	7
COC(=O)C1=C(C)N(Cc2ccccc2)C(=O)N[C@H]1c1cccc(F)c1	-3	3	98	5	-6	-0.3	-0.1	-2	0	5

Compound activity: PubChem, several laboratories
